# ABHD4 inh: ABHD4 inhibitors, primary screen, biochemical, fluorescence polarization, mouse. actives 0.54% (n = 370,000). inhibition, % at 8.92 µM. (Lyso)-N-acylphosphatidylethanolamine lipase (Mus musculus), Q8VD66. purified mABHD4, FP-Rh probe fluorescence polarization;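 active means inhibition exceeding the mean over every tested compound plus 3 SD, cut at about 30% in these data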;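 further: 0% = plate median of compound wells and 100% = S159A mutant with DMSO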
#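 System: mouse ABHD4 enzyme, wild type / Medium: HEPES pH 7.0, NaCl, Pluronic buffer / Reagent: FP-Rh activity-based fluorescent probe / Control set: S159A mutant high control, sample median low control / Detection: fluorescence polarization with parallel and perpendicular emission, 525/598 nm / Schedule: 45 min + 60 min at 25 °C / Compound dosing: 8.92 µM, single dose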
# NPR2 activator: human GC-B receptor activators, primary screen, HEK293 GC-B cells, cGMP TR-FRET, EC30 CNP; 0% at EC30 CNP, 100% saturating CNP; actives 0.11% (n = 370,000); Atrial natriuretic peptide receptor 2 (Homo sapiens), P20594; AID 1920062, 2024; activation, % at 10 µM;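 active means activation at 10 µM reaching about 35% in either raw or pattern-adjusted values, limit read from the data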
# HTRA1 inh: HTRA1 serine protease inhibitors, primary screen, biochemical, fluorescence polarization, HTS; Q92743; recombinant HTRA1, FP-rhodamine activity-based probe; inhibition, % at 5.96 µM; actives 0.5% (n = 340,000); AID 504803, 2011; in the data active means inhibition above about 36%;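 further: 0% = enzyme with DMSO and 100% = wells lacking enzyme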
# PRMT1 FP inh: PRMT1 methyltransferase inhibitors, primary screen, biochemical, fluorescence polarization. inhibition, % at 2.79 µM. recombinant PRMT1, activity-based probe fluorescence polarization. actives 1.3% (n = 370,000). AID 652257, 2013. Protein arginine N-methyltransferase 1 (Homo sapiens), Q99873;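 active means inhibition above about 21% made by adding two undisclosed values, limit read from the data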
# NPR1 activator: GC-A stimulated cGMP production enhancers – HEK293 GC-A cells, cGMP TR-FRET, EC30 ANP, primary screen. actives 0.14% (n = 370,000). Atrial natriuretic peptide receptor 1 (Homo sapiens), P16066. 0% at EC30 ANP, 100% saturating ANP. activation, % at 10 µM; in the data active means activation above about 40%
# SIAE primary: human SIAE inhibitors, primary screen, biochemical, fluorescence polarization, FP-Rh probe, 1536-well HTS. inhibition, % at 9.66 µM. actives 0.69% (n = 370,000). SIAE FP-Rh probe binding;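 active means inhibition above a cutoff: mean of compounds within the control limits plus 3 SD of those, cut at about 17% in these data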;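 further: 0% = plate median of compound wells and 100% = probe without SIAE protein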
# TCR CD3 inh: inhibitors of human TCR-CD3 interaction, primary screen, biochemical, fluorescence, TAMRA-labeled TCR probe | inhibition, % at 9.4 µM | T-cell receptor (TCR) | actives 0.37% (n = 360,000); in the data active means inhibition above about 19%;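 further: recombinant mutant TCR 2C K166C tagged with TAMRA read by polarization; 0% = receptor in buffer alone and 100% = receptor with positive control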
# rCAG RNA binder: binders of r(CAG) RNA repeats, primary screen, biochemical, fluorescence. r(CAG) RNA repeat, TO-PRO-1 dye displacement fluorescence. actives 1.3% (n = 370,000). inhibition, % at 3 µM. AID 651821, 2012;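 active means inhibition above the plate cutoff, the mean of all test compounds on that plate plus 3 SD, cut at about 35% in these data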;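 further: 0% = DMSO alone and 100% = 100 µM mitoxantrone as full dye displacement; higher means more dye released from RNA so lower well fluorescence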
# MBD2 DNA inh: inhibitors of MBD2 binding to methylated DNA, primary screen, biochemical, TR-FRET, DNA-binding domain, human. Methyl-CpG-binding domain protein 2 (Homo sapiens), Q9UBB5. MBD2 binding to methylated oligonucleotide. inhibition, % at 4.4 µM. actives 0.31% (n = 370,000). AID 686964, 2013; in the data active means inhibition above about 13%
# UHRF1 MBD2 ctr: UHRF1 methylated DNA binding inhibitors, primary screen, counter-screen for MBD2 inhibitor project, biochemical, TR-FRET, human UHRF1, single concentration. E3 ubiquitin-protein ligase UHRF1 (Homo sapiens), Q96T88. UHRF1 binding to methylated oligo. inhibition, % at 4.4 µM. actives 0.75% (n = 370,000). AID 687016, 2013; in the data active means inhibition above about 21%;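 further: UHRF1 SRA domain binding a hemimethylated CpG hairpin DNA probe; 0% = median of test compound wells and 100% = reference inhibitor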
# Target sequence (Q96T88 whole entry, looked up, the tested form may be a part): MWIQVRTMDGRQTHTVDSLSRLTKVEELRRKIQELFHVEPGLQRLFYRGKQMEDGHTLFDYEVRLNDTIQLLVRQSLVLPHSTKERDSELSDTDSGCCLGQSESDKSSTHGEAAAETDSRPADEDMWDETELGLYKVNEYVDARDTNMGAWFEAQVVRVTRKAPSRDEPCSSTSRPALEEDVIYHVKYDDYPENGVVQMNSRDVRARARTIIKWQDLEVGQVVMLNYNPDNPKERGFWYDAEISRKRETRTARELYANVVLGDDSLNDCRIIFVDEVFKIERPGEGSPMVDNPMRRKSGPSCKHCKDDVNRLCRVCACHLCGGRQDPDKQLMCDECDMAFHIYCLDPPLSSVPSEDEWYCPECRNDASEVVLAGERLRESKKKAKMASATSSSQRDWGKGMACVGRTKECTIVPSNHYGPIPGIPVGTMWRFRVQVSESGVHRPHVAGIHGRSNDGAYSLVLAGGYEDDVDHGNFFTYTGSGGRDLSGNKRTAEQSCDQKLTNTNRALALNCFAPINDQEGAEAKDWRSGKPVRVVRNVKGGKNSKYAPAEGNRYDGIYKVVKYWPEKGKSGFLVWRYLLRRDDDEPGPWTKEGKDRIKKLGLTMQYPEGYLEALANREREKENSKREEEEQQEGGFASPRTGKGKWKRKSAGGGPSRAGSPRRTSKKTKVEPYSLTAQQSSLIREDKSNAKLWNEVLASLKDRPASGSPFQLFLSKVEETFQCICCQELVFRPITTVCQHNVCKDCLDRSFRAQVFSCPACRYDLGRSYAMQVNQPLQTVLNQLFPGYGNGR
# Numbers without * were called inactive; · = not tested or not shown. This is a subset; count on the stated rates, not on these rows.
SMILES,ABHD4 inh,NPR2 activator,HTRA1 inh,PRMT1 FP inh,NPR1 activator,SIAE primary,TCR CD3 inh,rCAG RNA binder,MBD2 DNA inh,UHRF1 MBD2 ctr
NC(=S)Nc1ncc(CCN2CCOCC2)c(-c2ccc(F)cc2)n1,5.9,-6.6,-4.9,6.4,-5.7,6.7,-5.5,-0.8,7.3,2.0
CNc1nc(Cl)c(SC)c(N2CCOCC2)n1,-2.3,-6.0,2.3,0.3,2.3,-1.0,5.0,-1.3,0.1,-1.2
C=CCc1c(C)nc(SCc2nc3ccccc3c(=O)[nH]2)[nH]c1=O,-2.0,-11.4,2.1,2.1,1.4,14.0,1.9,2.4,-0.1,0.5
COc1ccc(C(=O)N/C(=C\c2cn(S(=O)(=O)N(C)C)c3ccccc23)C(=O)NCCN2CCOCC2)cc1OC,4.6,8.4,1.7,-2.3,6.3,0.2,5.8,1.6,-5.1,-2.1
CC(C)(CN1CCN(C(c2ccccc2)c2ccccc2)CC1)NS(=O)(=O)c1ccccc1,-2.5,-1.4,-27.9,-2.4,-5.1,2.3,2.4,-3.0,0.3,0.4
Cn1c(CC(=O)Nc2ccc(F)cc2)c(Sc2ccccc2)c2ccccc21,-9.5,1.3,-12.0,2.2,-1.6,5.6,0.3,-0.1,5.0,3.3
O=C(c1ccccc1)c1ccc(OCC(O)CNC2CCCc3ccccc32)cc1 (centres undefined),-8.6,-1.3,-8.0,2.6,2.2,3.6,-3.5,3.7,4.9,6.2
CC(C)c1ccc(OCC(=O)Nc2ccncc2)cc1,-8.0,0.4,2.3,-4.2,1.0,-1.1,5.0,-4.3,1.1,-0.7
CCOCC(=O)Nc1nc2ccc(OC)cc2s1,2.2,-0.6,8.0,-0.9,1.5,0.2,2.6,-2.4,-2.5,0.5
Cc1ccc(CC2CC(=O)N(CC(=O)O)C2=O)cc1 (centres undefined),4.7,0.6,-2.8,-1.4,0.7,-1.8,3.5,0.5,-2.8,1.0
COc1ccccc1-c1noc(-c2ccco2)n1,5.5,1.0,-5.2,17.9,5.3,7.7,1.7,-1.8,0.7,-2.6
Cc1ccc(-c2nc(Nc3ccc(O)cc3)c3ccccc3n2)cc1,6.4,-12.3,9.6,0.1,-3.6,17.1*,-1.3,29.5,-1.2,1.3
Cc1cc(SCC(=O)N/N=C/c2ccco2)nc2ccccc12,-3.8,-1.2,·,7.5,-1.6,-3.0,-6.6,1.2,-0.3,-2.1
CCOC(=O)Cc1csc(NC(=O)CN2C(=O)c3ccccc3S2(=O)=O)n1,-1.2,-0.1,0.0,-0.2,3.4,-2.0,-1.8,2.8,3.0,1.1
CC(C)CC(OC(=O)c1nsc(Cl)c1Cl)C(=O)NC1CCCC1 (centres undefined),0.0,-5.2,-4.3,-0.3,-9.1,-9.4,10.6,-1.6,-2.6,-0.8
O=C(c1ccc(Br)s1)N1CCN(S(=O)(=O)c2ccccc2)CC1,2.8,-7.6,3.0,-1.3,-10.4,9.4,-4.3,-5.0,-3.7,3.1
O=C(Nc1ccccn1)c1cccc(S(=O)(=O)N2CCc3ccccc3C2)c1,3.7,0.5,-21.3,-1.3,-1.5,-3.7,7.0,-0.5,3.0,0.2
CCC(C)(C)n1nnnc1C(c1ccc(OC)c(OC)c1)N1CCN(c2ccc(F)cc2)CC1 (centres undefined),-2.5,0.5,-1.8,0.5,0.9,4.8,-3.7,-4.5,2.5,4.7
O=C(NCc1ccncc1)c1cccc(S(=O)(=O)NCc2ccccc2)c1,-4.5,2.8,0.3,1.8,1.2,3.8,-9.6,-0.7,-2.7,3.2
COc1ccc(NC(=O)c2cc(-c3ccc(C)o3)nc3ccccc23)cc1,-0.7,6.0,-6.1,20.6,30.9,-5.9,-3.5,12.5,4.2,0.2
Cn1ccnc1SCc1cccc([N+](=O)[O-])c1,2.0,1.8,5.8,-3.4,1.2,4.1,-5.1,0.8,2.6,-1.1
CCOC(=O)C(C)Sc1nc2ccccc2c(=O)n1CC1CCCCC1 (centres undefined),-0.9,4.7,-14.0,-2.5,0.8,-1.1,-1.1,6.8,-5.2,-4.7
COc1ccc(/C=N/n2c(C)nnc2C)c(OC)c1OC,0.9,0.5,-0.8,1.1,9.3,3.0,3.9,1.6,0.2,-1.7
COc1cc(/C=C/c2c([N+](=O)[O-])c(=O)n(C)c(=O)n2C)cc(OC)c1OC,7.0,-3.5,-6.6,2.4,-3.2,5.2,-5.6,-3.5,0.8,-0.4
Cc1nc(Nc2nc3ccccc3o2)nc(C)c1C,1.6,-0.2,-0.1,-1.5,-0.3,3.0,-0.5,0.2,-2.6,-2.2

# Among those listed so far, these have fluorine:
SMILES,ABHD4 inh,NPR2 activator,HTRA1 inh,PRMT1 FP inh,NPR1 activator,SIAE primary,TCR CD3 inh,rCAG RNA binder,MBD2 DNA inh,UHRF1 MBD2 ctr
NC(=S)Nc1ncc(CCN2CCOCC2)c(-c2ccc(F)cc2)n1,5.9,-6.6,-4.9,6.4,-5.7,6.7,-5.5,-0.8,7.3,2.0
Cn1c(CC(=O)Nc2ccc(F)cc2)c(Sc2ccccc2)c2ccccc21,-9.5,1.3,-12.0,2.2,-1.6,5.6,0.3,-0.1,5.0,3.3
CCC(C)(C)n1nnnc1C(c1ccc(OC)c(OC)c1)N1CCN(c2ccc(F)cc2)CC1 (centres undefined),-2.5,0.5,-1.8,0.5,0.9,4.8,-3.7,-4.5,2.5,4.7

# (next part)
SMILES,ABHD4 inh,NPR2 activator,HTRA1 inh,PRMT1 FP inh,NPR1 activator,SIAE primary,TCR CD3 inh,rCAG RNA binder,MBD2 DNA inh,UHRF1 MBD2 ctr
CCC1(c2ccccc2)NC(=O)N(CC(=O)Nc2cccc(S(=O)(=O)N3CCCCC3)c2)C1=O (centres undefined),4.3,-1.3,-27.4,4.0,5.1,-4.1,-4.6,1.7,-1.3,4.3
CC(Sc1nnnn1C1CC1)C(=O)N1c2ccccc2NC(=O)C1(C)C (centres undefined),2.5,1.9,12.7,-1.1,0.9,-5.1,-6.0,3.9,-1.7,-2.5
CCCN1CCN(C(=O)C2CCN(c3ncnc4c3nc3n4CCCCC3)CC2)CC1,-2.5,-3.1,1.0,-4.1,4.4,-1.8,-0.4,-7.0,-0.6,-0.2
CCN(CC)S(=O)(=O)c1cccc(S(=O)(=O)N2CCCCC2)c1,1.2,5.2,-4.3,0.6,0.5,-1.7,7.2,-1.7,-0.3,1.9
O=C(CCCSc1nnc(Nc2ccccc2F)s1)N1CCOCC1,-11.3,-2.6,-5.9,8.9,-6.2,-2.3,-5.2,-3.5,3.9,4.1
CC(=O)N1c2ccc(S(=O)(=O)N3CCCC3)cc2CC1C(=O)NC(C)C (centres undefined),-3.6,-1.3,1.3,-3.1,2.2,4.0,3.7,0.1,1.8,0.0
Cc1c(NC(=S)N/N=C/c2cccc(O)c2)c(=O)n(-c2ccccc2)n1C,-4.0,1.5,-5.3,-2.4,-1.5,-1.5,-5.8,3.5,-7.6,-0.9
COc1cc2c(cc1OC)[C@H](Cc1ccc(O)cc1)NCC2,-9.7,2.1,-3.5,1.6,2.0,4.4,-3.3,5.6,1.4,1.3
O=C(Nc1cccc(Cl)c1)OCCOCCOC(=O)Nc1cccc(Cl)c1,-41.8,-2.4,-36.7,-0.8,-9.7,-21.4,-4.6,3.3,0.5,1.5
CCc1ccc2nc(Nc3ccc(OC)cc3OC)c(C#N)cc2c1,-11.7,-4.1,·,-1.9,6.6,2.3,2.4,4.9,3.2,22.3*
CCOC(=O)C1C(C)N=C2SCC(=O)N2C1c1cccc(Br)c1 (centres undefined),-39.2,-8.8,-51.4,11.4,-11.8,-31.9,-26.9,2.2,4.4,-0.4
O=C(NCc1ccco1)/C(=C\c1ccco1)NC(=O)c1ccco1,2.5,1.2,4.4,3.0,-0.6,6.3,-2.5,10.3,9.5,-5.8
Cc1cc(C)nc(/N=C2\NC(=O)CC(C(=O)O)N2c2ccc(Cl)cc2Cl)n1 (centres undefined),-4.7,2.4,6.2,1.5,-3.3,-4.6,-4.9,15.5,-0.4,0.6
CC[C@@H]1/C(=C/c2ccccc2)N2C(=O)C[C@@H](c3ccccc3)N=C2N1Cc1ccc(OC)cc1OC,0.5,-7.2,·,0.7,-3.6,-0.9,·,·,-1.7,-0.6
CCOc1ccccc1N1CCN(C(=O)CSc2ccc3c(c2)OCCO3)CC1,-1.7,-8.8,-2.7,5.2,-6.8,-0.7,-1.2,1.3,1.8,1.9
CCn1c(SCC(=O)NCc2ccc3c(c2)OCO3)nnc1-c1c[nH]c2ccccc12,0.6,-3.0,4.1,-1.3,2.4,1.1,3.3,-2.7,-4.4,2.0
COc1ccc2[nH]cc(C(O)CN3CCC(C(N)=O)CC3)c2c1 (centres undefined),10.2,4.7,-3.4,2.6,3.9,-1.5,-4.1,0.8,-5.0,5.4
COCc1cc(=O)[nH]c2cc(NC(=O)C3CC3)c(C)cc12,6.0,-3.5,1.8,0.2,2.3,1.5,4.9,0.4,2.0,8.1
CN(Cc1cccnc1)C(=O)CNC(=O)c1ccc(Cl)cc1Cl,-0.9,3.9,4.2,-0.3,0.6,-1.5,0.4,-7.2,-4.3,-0.7
COCCN1C(=O)c2oc3ccccc3c(=O)c2C1c1ccc(OC)c(OC)c1 (centres undefined),-2.4,5.6,6.2,-5.1,1.7,-7.0,9.1,1.7,-0.1,-3.5
COc1ccc(NC(=O)C2(C)Cc3c(-c4ccc(C(N)=O)cc4)ccnc3O2)cc1OC (centres undefined),-3.9,2.8,·,3.3,4.9,-2.0,-4.3,-0.7,1.6,-0.2
O=C(O)c1ccc(/C=N/NC(=O)c2ccc(F)cc2)cc1,3.9,2.4,1.9,0.9,0.7,-0.4,10.6,2.3,-4.6,-0.1
O=C(CSc1nnc(-c2ccccc2F)n1C1CC1)Nc1cccnc1Cl,-2.8,2.7,0.2,1.2,-1.2,-6.8,3.0,-0.8,-1.1,-1.6
O=C(COC(=O)/C=C/c1ccco1)Nc1cccc([N+](=O)[O-])c1,-1.6,-3.2,0.8,0.3,4.8,2.3,6.5,2.8,-6.2,0.0
O=C(CCNC(=O)c1ccco1)NNC(=O)c1ccc(Br)cc1,6.0,-0.3,-0.1,-0.7,3.3,3.0,-5.0,-2.3,-0.7,0.8
COc1ccccc1NC(=O)CSc1ccc(-c2ccccn2)nn1,-6.6,1.0,1.9,-5.0,-4.8,-6.2,-8.0,1.0,-4.8,-0.8
CCc1ccc(S(=O)(=O)c2ccc(-n3nc(C)cc3N)cc2)cc1,6.4,-0.9,-2.6,-0.2,0.6,-4.0,5.2,1.2,-1.9,-1.6
C=CCOc1c(CNn2nnnc2N)cccc1OC,-7.0,1.6,-0.9,-1.3,-2.7,2.1,-0.8,7.1,10.2,2.5
